KDM4C inh = inhibitors of human demethylase GASC-1 KDM4C. Q9H3R0. GST-KDM4C 2-372, H3K9me3 peptide, LANCE TR-FRET. inhibition, % at 12.5 µM. actives 0.15% (n = 96,000). AID 720574;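 active = mean replicate inhibition above about 25%, with at least 55% of replicates also reaching it, limit read from the data, passing the limit was not always enough; inconclusive = only one of those two conditions met; inactive = neither condition met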
Target sequence (Q9H3R0 2-372 limits assumed): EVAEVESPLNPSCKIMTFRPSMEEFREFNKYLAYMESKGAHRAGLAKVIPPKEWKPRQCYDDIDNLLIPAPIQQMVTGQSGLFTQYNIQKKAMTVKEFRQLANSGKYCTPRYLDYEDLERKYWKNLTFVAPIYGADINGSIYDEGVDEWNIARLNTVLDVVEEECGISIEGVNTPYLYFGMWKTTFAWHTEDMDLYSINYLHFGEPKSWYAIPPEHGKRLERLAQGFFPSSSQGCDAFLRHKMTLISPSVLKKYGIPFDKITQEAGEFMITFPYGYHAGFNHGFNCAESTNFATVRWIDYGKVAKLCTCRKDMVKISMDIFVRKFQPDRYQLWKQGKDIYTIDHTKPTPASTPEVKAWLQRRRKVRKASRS
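System: N-terminal GST-fused human GASC-1 (KDM4C) fragment, residues 2-372; amount: enzyme final amount 10 nM; incubation: reaction 30 min RT, detection step 1 h RT; medium: HEPES buffer, pH 7.5, plus ascorbate; technique: LANCE TR-FRET, Eu antibody, ULight-streptavidin, EDTA, ex 340 nm, em 618/671 nm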
C diff HTS = inhibitors of Clostridium difficile growth; actives 0.25% (n = 86,000); growth activity, negative = inhibition, % at 16 µg/mL (by protocol); Clostridium difficile clinical isolate growth, OD600, 24 h; hits give low values; AID 1259249;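 active = mean growth activity at or below -80% and every replicate also at or below -80%; inconclusive = mean at or below -80% but some replicate above -80%; inactive = mean growth activity above -80%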;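 also: 0% = DMSO wells and -100% = levofloxacin 16 µg/mL wells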
Tcruzi prolif = inhibitors of T. cruzi proliferation | actives 5.9% (n = 77,000) | inhibition, % at 8.34 µM | T. cruzi beta-gal in NIH3T3, GalScreen luminescence, 90 h | AID 624255;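 active = mean inhibition above about 93%, with at least 55% of replicates each passing it, limit read from the data, passing the limit was not always enough; inconclusive = only one of those two conditions holds; inactive = neither condition holds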
Pf Dd2 inh = inhibitors of Plasmodium falciparum Dd2 growth. P. falciparum Dd2 growth, SYBR Green, 72 h; hits give low values. activity change, % at 10 µM. actives 2.3% (n = 94,000); in the data active = activity change below about -80%; inconclusive = no clear call, values can overlap the other calls
* marks the source's active call; other numbers are inactive results; ? = inconclusive; / = not tested or not shown; & = joins results of further samples.

SMILES	KDM4C inh	C diff HTS	Tcruzi prolif	Pf Dd2 inh
COc1cccc(-c2ccc3c(c2)[C@@H]2[C@@H](CCN2C(=O)C2CC2)[C@@H](CO)N3)c1	-3.7	-14	/	-65
Cc1noc(C)c1NC(=O)N(C)C[C@@H]1Oc2c(NS(C)(=O)=O)cccc2C(=O)N([C@@H](C)CO)C[C@@H]1C	0.1	-1	7	2
C/C=C/c1cnc2c(c1)C(=O)N([C@H](C)CO)C[C@@H](C)[C@H](CN(C)C(=O)C1CCC1)O2	0.4	/	25	10
CN1C(=O)c2cc(NC(=O)C3CCCCC3)ccc2OC[C@H]2O[C@H](CC(=O)NCCc3ccncc3)CC[C@@H]21	-1.3	-5	-9	8
C[C@H](CO)N1C[C@H](C)[C@@H](CN(C)C(=O)Nc2ccc3c(c2)OCO3)Oc2ccc(NS(=O)(=O)c3ccc(Cl)cc3)cc2C1=O	0.9	16	-77	1
O=C(Nc1ccc(F)cc1)N1[C@H](CO)[C@H]2c3ccccc3NC[C@H]21	0.3	8	-15	18
C[C@@H]1CCCCO[C@@H](CN(C)C(=O)c2ccccc2)[C@H](C)CN([C@H](C)CO)C(=O)c2cc(NC(=O)NC3CCCCC3)ccc2O1	-2.1	-8	-5	-40
C[C@H]1CN([C@@H](C)CO)C(=O)c2cccc(NC(=O)NC3CCCCC3)c2O[C@H]1CN(C)Cc1ccc2c(c1)OCO2	0.3	-4	2	-4
Cc1cccc(S(=O)(=O)N[C@@H]2CC[C@@H](CCn3cc(-c4ccccn4)nn3)O[C@@H]2CO)c1	0.1	0	-39	-5
C[C@@H]1CN([C@@H](C)CO)S(=O)(=O)c2ccc(-c3ccc(F)cc3)cc2O[C@@H]1CN(C)CC1CC1	3.7	-14	/	-46
C[C@H](CO)N1C[C@H](C)[C@H](CN(C)C(=O)C2CC2)OCc2cnnn2CCCC1=O	0.2	-1	14	-9
CN(C)C(=O)c1cccc(-c2ccc([C@@H]3[C@@H](C#N)N(C(=O)C4CCC4)[C@@H]3CO)cc2)c1	-3.0	1	89	31
COc1ccc(CNC(=O)C[C@H]2C[C@@H]3c4cc(NC(=O)C5CCC5)ccc4O[C@@H]3[C@H](CO)O2)cc1	2.6	4	165*	-28
CN1C(=O)c2cc(NC(=O)c3ccccc3)ccc2OC[C@@H]2O[C@H](CC(=O)NC3CCCC3)CC[C@@H]21	-1.1	3	16	-7
C[C@@H](NC(=O)C[C@@H]1C[C@H]2c3cc(NC(=O)Nc4ccccc4F)ccc3O[C@H]2[C@@H](CO)O1)c1ccccc1	-3.4	3	/	8
CC(C)NC(=O)Nc1cccc2c1O[C@@H](CN(C)C(=O)NC(C)C)[C@H](C)CN([C@H](C)CO)C2=O	0.1	-2	71	3
N#Cc1cccc(-c2ccc3c(c2)[C@@H]2[C@@H](CCN2Cc2ccc4c(c2)OCO4)[C@@H](CO)N3)c1	0.2	-98*	22	-55
COc1ccc2c3c(n(C)c2c1)[C@@H](CO)N(C(=O)CC1CC1)CC31CCN(Cc2nccs2)CC1	-0.7	-2	/	-39
C[C@H](CO)N1C[C@H](C)[C@@H](CN(C)Cc2ccc(C(=O)O)cc2)Oc2ncc(C3=CCCCC3)cc2C1=O	-1.8	-6	/	-16
C[C@H]1CN([C@@H](C)CO)C(=O)c2cccc(NS(=O)(=O)c3ccc(F)cc3)c2O[C@@H]1CN(C)C(=O)Nc1cccc2ccccc12	0.7	-2	/	11
CCCNC(=O)N1C[C@@H]2[C@H](c3ccccc31)[C@@H](CO)N2Cc1ccc(OC)cc1	-1.7	0	24	0
CCCNC(=O)C[C@@H]1CC[C@H]2[C@H](COc3ccc(NC(=O)c4cc(C)on4)cc3C(=O)N2C)O1	3.7	-1	5	-6
CNC[C@H]1Oc2ccc(NC(=O)Nc3ccccc3)cc2CC(=O)N([C@@H](C)CO)C[C@@H]1C	0.5	0	22	-3
COc1ccc(NC(=O)N(C)C[C@H]2OCCCC[C@H](C)Oc3ccc(NS(=O)(=O)c4ccccc4)cc3C(=O)N([C@@H](C)CO)C[C@@H]2C)cc1	-0.9	-1	95	-59
CC(C)NC(=O)N1CC2(C1)[C@H](c1ccccc1)[C@H](CO)N2C(=O)C1CCCC1	-0.1	2	/	-22
O=C(N[C@@H]1CC[C@H](CC(=O)N2CCCCC2)O[C@H]1CO)c1ccccn1	-1.9	0	-49	37
CN1c2ccc(C#Cc3ccc(F)cc3)cc2[C@@H]2[C@@H](CCN2S(=O)(=O)c2ccccc2F)[C@H]1CO	0.1	-5	80	-11
O=C(O)C[C@@H]1CC[C@@H](NC(=O)Nc2cc(F)ccc2F)[C@@H](CO)O1	-0.1	1	/	-5
C/C=C/c1ccc([C@@H]2[C@H](CO)N(C(=O)COC)[C@H]2CNC(=O)CC)cc1	2.0	-9	35	-29
COc1ccc2c3c(n(C)c2c1)[C@@H](CO)N(C(=O)CN(C)C)CC31CCN(Cc2cccnc2)CC1	1.0	42	/	-79
CC(C)C#Cc1cnc2c(c1)C(=O)N([C@@H](C)CO)C[C@H](C)[C@H](CN(C)C(=O)c1ccccc1F)O2	/	-2	73	7
C[C@@H]1CN([C@H](C)CO)C(=O)Cc2cc(NS(C)(=O)=O)ccc2O[C@@H]1CN(C)Cc1ccc(Cl)c(Cl)c1	0.1	-14	66	0
COc1ccccc1-c1ccc([C@@H]2[C@@H](CO)N3CCCCN(S(=O)(=O)c4cn(C)cn4)C[C@@H]23)cc1	-1.1	-13	5	31
Cc1noc(C)c1S(=O)(=O)N(C)C[C@H]1Oc2c(NS(=O)(=O)c3cn(C)cn3)cccc2C(=O)N([C@@H](C)CO)C[C@@H]1C	1.2	-2	-43	54
O=C(C[C@H]1CC[C@@H]2[C@H](COC[C@H](O)CN2C(=O)c2cccnc2)O1)NC1Cc2ccccc2C1	4.9	6&-1	16	18
O=C(C[C@@H]1C=C[C@@H](NC(=O)Nc2ccc(F)cc2)[C@@H](CO)O1)NCc1ccccn1	-1.8	9	32	12
COc1ccccc1CNC(=O)C[C@@H]1C[C@H]2c3cc(NC(=O)C4CCC4)ccc3O[C@H]2[C@@H](CO)O1	2.3	/	57	-10
CCC(=O)N1[C@H](CO)[C@@H](c2ccc(-c3ccc(F)cc3)cc2)C12CN(C(C)=O)C2	-1.4	-10	/	-11
C[C@@H]1CN([C@@H](C)CO)C(=O)c2cc(-c3cccc(F)c3)cnc2O[C@H]1CN(C)S(=O)(=O)c1cccc(F)c1	2.3	/	-48	-35
C[C@H](O)C#Cc1cnc2c(c1)C(=O)N([C@@H](C)CO)C[C@H](C)[C@H](CN(C)Cc1ccccn1)O2	-2.1	3	-20	19
C[C@H]1CN([C@@H](C)CO)C(=O)c2cc(NS(=O)(=O)c3ccccc3)ccc2O[C@H]1CN(C)Cc1ccccc1	2.1	0	14	2
C[C@H]1CN([C@@H](C)CO)C(=O)c2cc(NS(=O)(=O)c3ccc(F)cc3)ccc2O[C@H]1CN(C)C(=O)Nc1ccc(C(F)(F)F)cc1	-1.1	3	21	5
CC(C)CC#Cc1cnc2c(c1)C(=O)N([C@H](C)CO)C[C@@H](C)[C@H](CN(C)Cc1ccc(F)cc1)O2	-0.4	5	?	-49
Cc1noc(C)c1S(=O)(=O)N(C)C[C@H]1Oc2ccc(NC(=O)Cn3cnnn3)cc2CC(=O)N([C@H](C)CO)C[C@@H]1C	0.7	-4	32	-2
COc1ccc(NC(=O)Nc2ccc3c(c2)C(=O)N([C@H](C)CO)C[C@@H](C)[C@@H](CN(C)Cc2ccc4c(c2)OCO4)O3)cc1	8.4	0	-7	-27

Pulled by structure from the list above:
SMILES	KDM4C inh	C diff HTS	Tcruzi prolif	Pf Dd2 inh
C[C@H](CO)N1C[C@H](C)[C@@H](CN(C)C(=O)Nc2ccc3c(c2)OCO3)Oc2ccc(NS(=O)(=O)c3ccc(Cl)cc3)cc2C1=O	0.9	16	-77	1
C[C@@H](NC(=O)C[C@@H]1C[C@H]2c3cc(NC(=O)Nc4ccccc4F)ccc3O[C@H]2[C@@H](CO)O1)c1ccccc1	-3.4	3	/	8
COc1ccc(NC(=O)N(C)C[C@H]2OCCCC[C@H](C)Oc3ccc(NS(=O)(=O)c4ccccc4)cc3C(=O)N([C@@H](C)CO)C[C@@H]2C)cc1	-0.9	-1	95	-59
COc1ccc(CNC(=O)C[C@H]2C[C@@H]3c4cc(NC(=O)C5CCC5)ccc4O[C@@H]3[C@H](CO)O2)cc1	2.6	4	165*	-28
C[C@H]1CN([C@@H](C)CO)C(=O)c2cccc(NC(=O)NC3CCCCC3)c2O[C@H]1CN(C)Cc1ccc2c(c1)OCO2	0.3	-4	2	-4
COc1ccc2c3c(n(C)c2c1)[C@@H](CO)N(C(=O)CN(C)C)CC31CCN(Cc2cccnc2)CC1	1.0	42	/	-79
C[C@H](O)C#Cc1cnc2c(c1)C(=O)N([C@@H](C)CO)C[C@H](C)[C@H](CN(C)Cc1ccccn1)O2	-2.1	3	-20	19

Just Tcruzi prolif, for 2 of the compounds above:
SMILES | Tcruzi prolif
CCCNC(=O)C[C@@H]1CC[C@H]2[C@H](COc3ccc(NC(=O)c4cc(C)on4)cc3C(=O)N2C)O1 | 5
C[C@@H]1CCCCO[C@@H](CN(C)C(=O)c2ccccc2)[C@H](C)CN([C@H](C)CO)C(=O)c2cc(NC(=O)NC3CCCCC3)ccc2O1 | -5

(listing goes on)
SMILES	KDM4C inh	C diff HTS	Tcruzi prolif	Pf Dd2 inh
Cc1ccc(S(=O)(=O)Nc2ccc3c(c2)CC(=O)N([C@H](C)CO)C[C@H](C)[C@H](CN(C)Cc2ccc4c(c2)OCO4)O3)cc1	-0.9	-5	51	-11
Cc1cc(C(=O)Nc2cccc3c2O[C@H](CN(C)Cc2ccc(Cl)c(Cl)c2)[C@H](C)CN([C@H](C)CO)C3=O)n(C)n1	0.2	3	48	-40
CC(C)C(=O)Nc1ccc2c(c1)C(=O)N(C)[C@H]1CC[C@@H](CC(=O)NCCCN(C)C)O[C@H]1CO2	-0.1	-3	-31	-73
C[C@H]1CN([C@@H](C)CO)C(=O)c2cccc(NS(=O)(=O)c3ccc(F)cc3)c2O[C@H]1CN(C)Cc1ccc(-c2ccccc2)cc1	-0.6	45	65	-11
O=C(C[C@@H]1C=C[C@H](NC(=O)c2ccccn2)[C@@H](CO)O1)NCc1cccc(F)c1	-1.8	1	-5	-17
N#C[C@@H]1[C@H](c2ccc(C#Cc3ccc(F)cc3)cc2)[C@@H](CO)N1c1nc(-c2ccccc2)cs1	-1.0	8	36	42
CO[C@@H]1CN(C)C(=O)c2ccc(NC(C)=O)cc2OC[C@H](C)NC[C@H]1C	0.1	0	-14	16
COc1ccc(S(=O)(=O)Nc2ccc3c(c2)C(=O)N([C@@H](C)CO)C[C@H](C)[C@@H](CN(C)C(=O)Nc2cccc4ccccc24)OCCCC[C@@H](C)O3)cc1	-2.2	-17	/	?
COc1ccc(NC(=O)Nc2ccc3c(c2)C(=O)N([C@@H](C)CO)C[C@H](C)[C@H](CN(C)C(=O)Nc2ccc4c(c2)OCO4)OCCCC[C@H](C)O3)cc1	11	3	?	-25
C[C@@H]1CN([C@@H](C)CO)C(=O)Cc2cc(NC(=O)Nc3ccc(F)cc3)ccc2O[C@H]1CN(C)CC1CCCCC1	?	10	21	-89*
O=C(Nc1ccccc1F)N1CCCCN2[C@H](C1)[C@H](c1ccc(/C=C/c3ccccc3)cc1)[C@@H]2CO	-0.6	41	116*	-14
COCC(=O)Nc1ccc2c(c1)[C@@H]1C[C@H](CC(=O)NCc3cc(F)ccc3F)O[C@H](CO)[C@@H]1O2	-0.6	0	42	8
CN1c2ccc(-c3cccc(F)c3)cc2[C@H]2[C@H](CCN2S(=O)(=O)c2cccc(F)c2)[C@H]1CO	-3.1	2	85	26
C[C@H]1CN([C@@H](C)CO)S(=O)(=O)c2ccc(C#Cc3ccccn3)cc2O[C@@H]1CN(C)C	-1.2	-2	/	13
O=C(NCC1CC1)[C@@H]1[C@@H](CO)[C@@H]2Cn3c(ccc(-c4cccnc4)c3=O)[C@@H]2N1Cc1cocn1	4.4	-1	20	-3
C[C@@H]1CN([C@H](C)CO)C(=O)c2c(c3ccccc3n2C)-c2ccccc2CO[C@@H]1CN(C)C(=O)c1ccc(F)cc1	-0.8	/	41	-30
C[C@@H](O)C#Cc1ccc([C@H]2[C@H]3CN(S(=O)(=O)c4ccccc4)CCCCN3[C@H]2CO)cc1	-0.6	-6	73	?
C[C@@H]1CN([C@H](C)CO)C(=O)Cc2cc(NC(=O)CCCCCC(=O)Nc3ccccc3N)ccc2O[C@H]1CN(C)Cc1ccc(-c2ccccc2)cc1	-0.1	-18	-44	-44
COc1ccccc1C#Cc1cnc2c(c1)C(=O)N([C@H](C)CO)C[C@H](C)[C@@H](CN(C)C(=O)CN(C)C)O2	1.3	6	-21	-67
Cc1noc(C)c1NC(=O)Nc1ccc2c(c1)C(=O)N([C@H](C)CO)C[C@H](C)[C@H](CN(C)C(=O)Nc1c(C)noc1C)O2	-0.1	-6	25	20
COc1ccccc1S(=O)(=O)N1CC[C@@H]2[C@@H](CO)Nc3ccc(-c4ccccc4)cc3[C@@H]21	-3.3	38	70	-29
CC(C)NC(=O)Nc1ccc2c(c1)C(=O)N([C@H](C)CO)C[C@@H](C)[C@H](CN(C)S(C)(=O)=O)O2	0.6	0	-2	16
